# Source: PubChem BioAssay
# MrgX1 ag: human MrgX1 receptor agonism, primary screen | Q96LB2 | MrgX1-HEK293 cells, Fluo-4 calcium fluorescence, agonist mode; active compounds read high | B-score at 10 µM | 310,000 compounds, 0.44% hits | AID 588627;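 active = calcium response B-score plate-corrected fluorescence ratio at least 3 library SD, with starting fluorescence B-score inside 5 SD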
# Target sequence (Q96LB2 whole entry, looked up): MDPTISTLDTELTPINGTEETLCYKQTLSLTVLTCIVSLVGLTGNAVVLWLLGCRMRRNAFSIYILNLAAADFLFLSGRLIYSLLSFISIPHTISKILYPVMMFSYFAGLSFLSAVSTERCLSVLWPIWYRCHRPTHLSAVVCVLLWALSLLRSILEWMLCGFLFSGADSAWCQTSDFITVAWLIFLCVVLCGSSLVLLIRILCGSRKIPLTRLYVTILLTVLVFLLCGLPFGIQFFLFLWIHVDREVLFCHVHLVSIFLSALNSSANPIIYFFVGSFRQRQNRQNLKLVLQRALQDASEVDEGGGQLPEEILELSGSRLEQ
#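 Material: HEK293 cells stably expressing human MrgX1 receptor | Quantity: 15,000 cells per well | Times: Cells plated overnight, dye loaded 0.5 h 37 °C, 0.5 h room temperature | Measured by: Kinetic Fluo-4 NW fluorescence of intracellular calcium | Control set: Positive and negative controls per plate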
# PolyA inh: yeast polyadenylation inhibition | 300,000 compounds, 0.02% hits | calls only at 12 µM | S. cerevisiae SKY197-pL101 polyadenylation reporter, beta-gal luminescence; efflux-impaired pdr1/pdr3 knockout yeast; score 100 = 6 SD above DMSO;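 active = lowest replicate activity score at least 50, where 100 means six control SD above control mean; inconclusive = lowest score under 50 but half or more replicates reach 50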;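 note: yeast exposed to compound for 9 h at 30 °C; higher score means more reporter readthrough which indicates perturbed polyadenylation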
# TRPC4 PAM: allosterically enhances the mouse TRPC4 cation channel. HEK293 TRPC4beta/mu-opioid, DAMGO EC20, Fluo-4 Ca2+ flux; active compounds read high. 310,000 compounds, 0.42% hits. Q9QUQ5. B-score at 10 µM;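 active = B-score of calcium response area above 5 SD of library B-scores, with initial fluorescence ratio within 5 SD of library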;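 note: B-score of integrated fluorescence ratio over time as area under calcium response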
# TRPC6 act: activators of mouse TRPC6 channel; Q61143; HEK293-TRPC6 membrane potential dye fluorescence; active compounds read high; B-score at 10 µM; 310,000 compounds, 0.13% hits;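 active = B-score of the integrated fluorescence ratio above library mean plus 3 SD, and starting fluorescence ratio within library mean plus 5 SD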;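 note: higher score means more depolarization so channel activation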
# TRPC4 block: inhibitors of mouse TRPC4 channel. HEK293 TRPC4beta/mu-opioid, DAMGO-evoked Fluo4 calcium flux; active compounds read low. B-score at 10 µM. Q9QUQ5. 300,000 compounds, 0.39% hits;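 active = B-score over 3 SD under the library average, no early fluorescence shift, positive overall ratio signal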
#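 Test system – stable TRPC4beta/mu-opioid receptor HEK293 cells · Probe or stimulus – DAMGO, a submaximal dose followed by a maximal one · Dosing – one concentration per compound · Signal – Fluo4 calcium fluorescence by kinetic imaging, 5 s 1 Hz baseline · Evaluation – per-well B score of integrated baseline-normalized Fluo4 ratio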
# AI-2 QS modul: modulates the Vibrio harveyi AI-2 quorum sensing system; Vibrio harveyi JMH597 AI-2 luminescence/OD600 ratio, 9 h; active compounds read low; strain lacks LuxN and CqsS sensors; 0 = neutral-control median; activity change, % at 7.5 µM; 300,000 compounds, 0.4% hits; in the data active = activity change below about -75%, passing the limit was not always enough; inconclusive = no clear call, values can overlap the other calls;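 note: luminescence divided by OD600 gain over 9 h not by final OD600 alone; inactives centre near 13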
# HIF act: HIF pathway transcriptional activation | U2OS HRE-luciferase reporter, luminescence; normalized: DMSO 0%, desferrioxamine 100% | activation, % at 7.5 µM (by protocol) | 300,000 compounds, 0.32% hits | AID 1910;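 active = mean activation of at least 10% of the iron chelator positive control signal, with at least half of replicates also reaching 10%; inconclusive = mean and replicate majority disagree about reaching 10%; inactive = mean and most replicates under 10%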
# TRPC6 inhibitor: mouse TRPC6 channel inhibition; Q61143; HEK293-TRPC6, membrane potential dye, ACh-evoked depolarization; active compounds read low; B-score at 10 µM; 310,000 compounds, 1.1% hits; AID 2553;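 active = B-score under library mean minus 3 SD, initial fluorescence not abnormally high, positive integrated signal ratio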;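 note: B-score derived from integrated fluorescence ratio over the kinetic read; more negative B-score means stronger inhibition of depolarization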
# MrgX1 antag: human MrgX1 receptor antagonism, primary screen; AID 588676; Q96LB2; 310,000 compounds, 1.3% hits; MRGX1-HEK293 calcium flux, Fluo-4, BAM8-22 antagonism; active compounds read low; B-score at 10 µM;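 active = calcium-response B-score plate-corrected more than 3 library SD below zero, starting fluorescence within 5 deviations, no agonist response on first addition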;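 note: peak minus trough fluorescence over baseline after final BAM8-22 challenge near maximal dose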
# TRPC4 act: opens the mouse TRPC4 cation channel; Q9QUQ5; HEK293 TRPC4beta/mu-opioid, Fluo4 calcium fluorescence; active compounds read high; B-score at 10 µM; 310,000 compounds, 0.49% hits; AID 2237;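 active = B-score above 5 SD of library B-scores, and initial fluorescence ratio not above library mean plus 5 SD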;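 note: positive B-score marks a calcium rise read as TRPC4 activation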
#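 system = HEK293 cells stably co-expressing mouse TRPC4beta and mu-opioid receptor | schedule = Fluo4 dye loading 45 min at room temperature, 110 s recording | measure = B-scored integrated calcium fluorescence ratio | signal = Fluo4 calcium-sensitive dye fluorescence, kinetic, 1 Hz baseline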
# MrgX1 PAM: human MrgX1 positive allosteric modulation, primary screen; Q96LB2; MrgX1-HEK293, Fluo-4 calcium flux, FDSS; active compounds read high; B-score at 10 µM; 310,000 compounds, 0.63% hits;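 active = plate-corrected calcium response at least 3 library SD above typical, normal starting fluorescence, not activating the receptor alone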;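 note: compound read alongside a low EC10 to EC30 dose of BAM8-22 agonist; peak minus trough fluorescence over baseline measured at the second addition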
# The depositor's hits bear a star; i = inactive; u = inconclusive; x = no result given.
# Value order – MrgX1 ag | PolyA inh | TRPC4 PAM | TRPC6 act | TRPC4 block | AI-2 QS modul | HIF act | TRPC6 inhibitor | MrgX1 antag | TRPC4 act | MrgX1 PAM
- CNC(=O)[C@@]1(C)C=C[C@@H](Cc2ccccc2)N1C(=O)OC
  i | i | i | i | i | 3 | 1.3 | i | i | i | i
- Cc1sc2nc(CSCC(=O)NC3CCCCC3)[nH]c(=O)c2c1C
  i | i | i | i | i | x | 0.6 | i | i | i | i
- CC1CC(C)CN(CC(C)(C)NS(=O)(=O)c2ccccc2)C1 (stereo not drawn)
  i | i | i | i | i | 8 | -0.3 | i | i | i | i
- c1ccc(OCc2nn3c(Cn4cnc5ccccc54)nnc3s2)cc1
  i | i | i | i | i | 4 | 0.3 | i | i | i | i
- CCCCn1c(Oc2ccc(C(=O)OC)cc2)nc2c1c(=O)n(C)c(=O)n2C
  i | i | i | i | i | -2 | 0.3 | i | i | i | i
- O=C(NCC(c1ccco1)N1CCN(c2ccc(F)cc2)CC1)c1ccco1 (stereo not drawn)
  i | i | i | i | i | 7 | 1.4 | i | i | i | i
- Cc1ccc(-c2csc(NCCn3c(-c4ccncc4)nc4ccccc43)n2)cc1
  i | i | i | i | i | 16 | 0.7 | i | i | i | i
- CSc1nc(-c2cccs2)c(C#N)c(=O)[nH]1
  i | i | i | i | i | 70 | 0.2 | i | i | i | i
- CC(=O)N/N=C/c1cc(C(C)C)cc(/C=N/NC(C)=O)c1O
  i | i | i | i | i | 17 | -0.3 | i | i | i | i
- Cc1ccc(/C=C/C(=O)O)cc1S(=O)(=O)NCCCC(=O)O
  i | i | i | i | i | 34 | 0.0 | i | i | i | i
- CCOC(=O)C1=C(C)N(C)C(=O)NC1c1cccc([N+](=O)[O-])c1 (stereo not drawn)
  i | i | i | i | i | 14 | 0.2 | i | i | i | i
- CCCCNS(=O)(=O)c1ccc(OC)c2ncccc12
  i | i | i | i | i | 25 | -1.0 | i | i | i | i
- Oc1ccc(C[C@H]2CNCCN2CCCCC2CCCCC2)cc1
  i | i | i | i | i | 14 | -1.4 | i | i | i | i
- Cc1ccnc(N2CCN(c3cc(C)c(C#N)c4nc5ccccc5n34)CC2)c1
  i | i | i | i | i | 15 | -0.2 | i | i | i | i
- O=C(O)CC(=O)Nc1ccccc1
  i | i | i | i | i | 10 | -0.2 | i | i | i | i
- CCCn1c(SC(C(=O)Nc2cccc(OC)c2)c2ccccc2)nc2ccccc2c1=O (stereo not drawn)
  i | i | i | i | i | -5 | -0.1 | i | i | i | i
- COc1ccc(CC(=O)OCC(=O)N(CC(C)C)c2c(N)n(Cc3ccccc3)c(=O)[nH]c2=O)cc1
  i | i | i | i | i | 6 | 1.0 | i | i | i | i
- O=C(c1cccs1)N(Cc1ccccn1)Cc1ccco1
  i | i | i | i | i | 34 | 0.7 | i | i | i | i
- N#Cc1c(N)n(CCNC(=O)c2cccs2)c2nc3ccccc3nc12
  i | i | i | i | i | 15 | 0.1 | i | i | i | i
- Fc1ccc(-n2nnc(-c3ccnc4ccccc34)n2)cc1
  i | i | i | i | i | -4 | 6.1 | i | i | i | i
- Cc1nc(CNS(=O)(=O)c2cc(C)c(C)cc2C)cs1
  i | i | i | i | i | 3 | -0.5 | i | i | i | i
- O=C(Cn1cc(C(=O)c2ccco2)c2ccccc21)NC1CCCCC1
  i | i | i | i | i | 12 | 0.2 | i | i | i | i
- O=c1[nH]cnc2c([N+](=O)[O-])cccc12
  i | i | i | i | i | 27 | -0.2 | i | i | i | i
- O=C(COc1ccccc1)N=C1SC2CS(=O)(=O)CC2N1c1ccccc1F (stereo not drawn)
  i | i | i | i | i | x | 0.3 | i | i | i | i
- CCOCCCNC(=O)c1cc2c(=O)n3ccccc3nc2s1
  i | i | i | i | i | 11 | 1.1 | i | i | i | i
- COc1ccc(/C=C/C(=O)O)cc1S(=O)(=O)NC1CCS(=O)(=O)C1 (stereo not drawn)
  i | i | i | i | i | 23 | 0.1 | i | i | i | i
- O=C(NCCCN1CCOCC1)c1cc(-c2ccc(Br)cc2)on1
  i | i | i | i | i | -13 | -1.0 | i | i | i | i
- COc1ccccc1-c1nnc(SCC(=O)NCc2cccs2)n1N
  i | i | i | i | i | 4 | 0.3 | i | i | i | i
- CCOC(=O)c1c(-c2ccccc2)oc2ccc(OCC(N)=O)cc12
  i | i | i | i | i | 9 | -2.7 | i | i | i | i
- COc1ccc(-c2noc(CCCC(=O)NCC3CCCO3)n2)cc1 (stereo not drawn)
  i | i | i | i | i | 10 | -0.8 | i | i | i | i
- CCCCCC(=O)Nc1cccc(C2=NOC3(C2)C[C@@H](C(N)=O)N(C(=O)c2ccc(Cl)cc2)C3)c1 (stereo partly drawn)
  i | i | i | i | i | 18 | -0.7 | i | i | i | i
- COc1ccc2nc(SCc3nc(N)nc(Nc4ccccc4)n3)[nH]c2c1
  i | i | i | i | i | 16 | 0.3 | i | i | i | i
- O=C1C(=O)N(CCCn2ccnc2)C(c2ccc(Br)cc2)/C1=C(\O)c1ccc2c(c1)OCCO2 (stereo not drawn)
  i | i | i | i | i | 10 | 0.5 | i | i | i | i
- C=CCOC(=O)C1=C[C@H](c2csc3ccccc23)[C@@H](CCCO)[C@H](OCC)O1
  i | i | i | i | i | 8 | -2.3 | i | i | i | i
- COCCOC1CCN(C(=O)C2CCC(=O)N(CCc3cccc(F)c3)C2)CC1 (stereo not drawn)
  i | i | i | i | i | 14 | 0.7 | i | i | i | i
- CSc1ccc(C(=O)C2CCCN(C(=O)c3nonc3C)C2)cc1 (stereo not drawn)
  i | i | i | i | i | 30 | 0.0 | i | i | i | i
- COc1ccccc1C(=O)NCCC(=O)NCC(c1ccccc1)N(C)C (stereo not drawn)
  i | i | i | i | i | 3 | 1.4 | i | i | i | i
- COC(=O)c1c(N)c2ccccc2[nH]c1=O
  i | i | i | i | i | -3 | -0.3 | i | i | i | i
- O=S(=O)(c1cc(Cl)ccc1Cl)n1nnc2ccccc21
  i | i | i | i | i | 25 | 0.1 | i | i | i | i
- COc1ccc([N+](=O)[O-])cc1NC(=O)c1cccnc1
  i | i | i | i | i | x | 1.3 | i | i | i | i
- COc1ccc(CCNS(=O)(=O)c2ccc3c(c2)OCCO3)cc1OC
  i | i | i | i | i | 19 | -0.5 | i | i | i | i
- CC(=O)N1N=C(c2cccc([N+](=O)[O-])c2)OC1c1ccc(Cl)cc1Cl (stereo not drawn)
  i | i | i | i | i | 23 | 0.1 | i | i | i | i
- CC(OC(=O)CNC(=O)C12CC3CC(CC(C3)C1)C2)C(=O)Nc1ccc(S(N)(=O)=O)cc1 (stereo not drawn)
  i | i | i | i | i | 25 | -0.2 | i | i | i | i
- CCOC(=O)N1CCN(c2c(NCc3ccccn3)c(=O)c2=O)CC1
  i | i | i | i | i | 7 | 0.0 | i | i | i | i
- C=CCN1C(=O)CS/C1=N\S(=O)(=O)c1ccc(Cl)cc1
  i | i | i | i | i | 39 | -0.3 | i | i | i | i
- CC(=O)C1=C(O)C(=O)N(C)C1c1ccccc1F (stereo not drawn)
  i | i | i | i | x | 33 | 0.1 | i | i | i | i
- Cc1ccc(C)c(NC(=O)C2CCCN2C(=O)NC2CCCCC2)c1 (stereo not drawn)
  i | i | i | i | i | 9 | -0.4 | i | i | i | i
- N=c1c2c(-c3ccccc3)c(-c3ccccc3)n(Cc3ccco3)c2ncn1CCCO
  i | i | i | i | i | -5 | 0.2 | -5.1* | i | i | i
- CCOc1ccc(NS(=O)(=O)c2ccc(C(=O)NCCN3CCOCC3)cc2)cc1
  i | i | i | i | i | 0 | -0.3 | i | i | i | i
- Cc1ccc(C(c2nnnn2CC2CCCO2)N2CCN(c3cccc(C)c3C)CC2)cc1 (stereo not drawn)
  i | i | i | i | i | 18 | -0.7 | i | i | i | i
- COc1ccc(-n2c(COc3ccc4c(c3)OCO4)nnc2SCC(=O)O)cc1
  i | i | i | i | i | 4 | 0.1 | i | i | i | i
- CCOC(=S)NC(=O)c1sc2ccccc2c1Cl
  i | i | i | i | x | -27 | 2.1 | i | i | i | i
- O=C(/C=C/c1ccco1)Nc1ccc(Oc2ccccc2)cc1
  i | i | i | i | i | -83* | u | i | i | i | i
- O=C(O)C[C@H]1c2cc(C(F)(F)F)ccc2S(=O)(=O)N1Cc1ccccc1
  i | i | i | i | x | 11 | -0.2 | i | i | i | i
- C=CCn1c(SCC(=O)Nc2cccnc2Cl)nnc1-c1ccc(Cl)cc1
  i | i | i | i | i | 5 | 0.2 | i | i | i | i
- O=C(CSc1ccc2c(c1)OCCO2)Nc1ccc(Br)cn1
  i | i | i | i | i | -3 | 0.3 | i | i | i | i
- COc1ccc(OC)c2c1sc(=NC(=O)C(C)(C)C)n2C
  i | i | i | i | i | 19 | 0.2 | i | i | i | i
- O=C1CSC2(C(=O)N3CCCc4cccc2c43)N1c1cccc(C(F)(F)F)c1 (stereo not drawn)
  i | i | i | i | i | x | -0.5 | i | i | i | i
- N#Cc1ccc(NC(=O)COC(=O)CNC(=O)C2CCCCC2)cc1
  i | i | i | i | i | 17 | 0.0 | i | i | i | i
- CCOc1ccc(Br)cc1C(=O)N/N=C/c1c[nH]c2ccccc12
  i | i | i | i | i | 21 | 0.8 | i | i | i | i

# (list continues)
# Value order – MrgX1 ag | PolyA inh | TRPC4 PAM | TRPC6 act | TRPC4 block | AI-2 QS modul | HIF act | TRPC6 inhibitor | MrgX1 antag | TRPC4 act | MrgX1 PAM
- CCOC(=O)Cc1csc(NC(=O)COc2cccc(C)c2)n1
  i | i | i | i | i | 21 | 1.0 | i | i | i | i
- COc1ccc(N(C(=O)C(C)C)S(=O)(=O)c2ccc3ccccc3c2)cc1
  i | i | i | i | i | 0 | 0.6 | i | i | i | i
- COc1ccccc1NC(=O)CCN1C(=O)c2ccccc2C1=O
  i | i | i | i | i | 18 | -0.4 | i | i | i | i
- Cc1ccc2nc(-c3ccccc3)cc(C(=O)O)c2c1
  i | i | i | i | i | 11 | 0.0 | i | i | i | i

# Only part of the results is shown; rates above refer to the full screens.
